Screening data deposited in PubChem by National Center for Advancing Translational Sciences (NCATS).
LDHA block = blocks human lactate dehydrogenase A; P00338; purified LDHA, NADH/diaphorase-resazurin fluorescence; active compounds read low; activity change, % (values are at about 110 or 230 µM); actives 0.15% (n = 480,000); in the data active = activity change below about -30%; inconclusive = mostly about -25% to -30%;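 also: plate controls were DMSO wells for no effect and wells without enzyme for full effect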
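Human LDH5 at 2 nM final in Tris HCl pH 7.4 with 0.06 mM NADH and 0.2 mM pyruvate, reacted 5 minutes at room temperature. Remaining NADH coupled via diaphorase/resazurin; resorufin fluorescence read at 0 and 20 minutes, normalized to enzyme-free and DMSO wells.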
Pol kappa inh = blocks human DNA polymerase kappa activity; actives 0.53% (n = 400,000); purified Pol kappa, fluorescent DNA synthesis assay, 10 min; Q9UBT6; AID 588579; Potency, µM (top dose mostly 107 µM), without a hit: at the top dose activity, negative = inhibition, most hits filed as inhibitors; also: potency is read from the fitted curve at half-maximal effect; % is scaled to controls: 0 for no effect and ±100 for the full control effect
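Pol kappa 10 nM + cpd, 15 min RT; start w/ substrate 50 nM final; fluorescence kinetic read, 0 and 10 min. Neg ctrl: buffer, no enzyme.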
Anesthetic bind = candidate novel general anesthetic via apoferritin binding; P02791; apoferritin/1-aminoanthracene competitive binding, fluorescence; Potency, µM (titrated, usually from 77.5 µM), inactives show top-dose activity change, negative = displacement, actives largely listed as inhibitors; actives 0.074% (n = 350,000); also: potency is read from the fitted curve at half-maximal effect; % is scaled to controls: 0 for no effect and ±100 for the full control effect; nearly all actives have a fitted effect of over 20% in size
Target sequence (P02791 2-175 limits assumed): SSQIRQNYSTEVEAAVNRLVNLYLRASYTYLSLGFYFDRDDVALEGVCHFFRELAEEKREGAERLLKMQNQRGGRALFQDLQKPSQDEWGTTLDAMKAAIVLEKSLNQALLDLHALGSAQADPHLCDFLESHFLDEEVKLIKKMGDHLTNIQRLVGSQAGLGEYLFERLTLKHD
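10 uM apoferritin + 50% sat. 1-AMA, PBS; cpd 10 min RT; Ex380/Em535 endpoint; normalized to free probe vs complex; 4-param Hill fit; propofol titration as pos. ctrl.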
RGS4 inhibitor = inhibitors of human regulator of G protein signaling 4 | P49798 | Transcreener GDP fluorescence polarization, RGS4-accelerated GTP hydrolysis | Potency, µM (series often up to 114 µM), for the others: at the top dose activity change, negative = inhibition, usual class: inhibitors | actives 0.039% (n = 390,000); also: potency is read from the fitted curve at half-maximal effect; % is scaled to controls: 0 for no effect and ±100 for the full control effect; nearly all actives have a fitted effect of over 75% in size; some results filed as inactive show a strong effect at the top dose
Target sequence (P49798 whole entry, looked up): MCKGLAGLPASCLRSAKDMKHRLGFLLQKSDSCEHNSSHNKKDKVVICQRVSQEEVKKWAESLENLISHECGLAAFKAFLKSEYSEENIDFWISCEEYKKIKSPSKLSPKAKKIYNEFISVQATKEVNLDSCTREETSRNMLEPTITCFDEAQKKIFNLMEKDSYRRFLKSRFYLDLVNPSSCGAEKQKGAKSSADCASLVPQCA
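MLSMR compounds (23 nl, pin-transferred) preincubated 10 min at room temperature with a 500nM (2x) first reagent, then RGS4 at 900nM (2x) plus Transcreener GDP mix added; fluorescence polarization (620/688 nm) read before and after 90 min at 30 °C.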
Pol beta inh = inhibitors of human DNA polymerase beta; P06746; Pol beta primer extension/strand displacement, fluorescence kinetic; Potency, µM (top dose mostly 114 µM), inactives show top-dose activity change, negative = inhibition, usual class: inhibitors; actives 1.3% (n = 340,000); AID 485314; also: potency is read from the fitted curve at half-maximal effect; % is scaled to controls: 0 for no effect and ±100 for the full control effect
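Homogeneous kinetic assay of primer extension and strand displacement by 10 nM Pol beta, preincubated 15 min at room temperature with compound before 50 nM substrate (final) was added. Read at 0 and 10 min; four-parameter Hill fit.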
Pol eta inh = blocks human DNA polymerase eta activity; recombinant Pol eta, fluorescent DNA replication assay; Potency, µM (highest dose often 114 µM), for the others: at the top dose activity change, negative = inhibition, most hits filed as inhibitors; actives 1.2% (n = 390,000); AID 588591; also: potency is read from the fitted curve at half-maximal effect; % is scaled to controls: 0 for no effect and ±100 for the full control effect
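Fluorescent replication assay: 50 nM final substrate added after a 15 min room-temperature compound preincubation with 10 nM enzyme. Signal taken at 0 min and again at 10 min.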
ERG Ets-DNA blk = inhibitors of human ERG Ets domain-DNA interaction; P11308; fluorescence polarization, His-ERG Ets domain / labelled DNA; Potency, µM (highest dose often 76.9 µM), for the others: at the top dose FP activity, negative = inhibition, usual class: inhibitors; actives 0.028% (n = 370,000); AID 624246; active = well fitted inhibition curve with a large enough effect in the polarisation, with a control signal flat; inconclusive = small, poorly fitted or top-dose-only effect, or effect the other way, or a change in a side signal; inactive = no such curve, though single readings can be large or run the other way; the % refers to the polarisation;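 also: polarization taken with two DNA probes labelled with fluorescein and Texas red; potency is read from the fitted curve at half-maximal effect; % of control where 0% means no effect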
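His-tagged ERG Ets domain (1 uM in the protein solution; 300mM KCl, 50mM Tris-HCl, 1mM EDTA, 1mM DTT, pH 7.5) received compound, then a probe mix of 5 nM fluorescein-DNA and 100nM Texas-615-DNA. Fluorescence polarization was read for both dyes.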
12-LOX inh = inhibitors of human 12S-lipoxygenase ALOX12. Potency, µM (doses to about 108 µM), for inactives: at the highest dose activity change, negative = inhibition, hits mostly inhibitors. actives 1.1% (n = 580,000). purified 12hLO, xylenol orange hydroperoxide absorbance. P18054; also: potency is read from the fitted curve at half-maximal effect; % is scaled to controls: 0 for no effect and ±100 for the full control effect
Target sequence (P18054 whole entry, looked up): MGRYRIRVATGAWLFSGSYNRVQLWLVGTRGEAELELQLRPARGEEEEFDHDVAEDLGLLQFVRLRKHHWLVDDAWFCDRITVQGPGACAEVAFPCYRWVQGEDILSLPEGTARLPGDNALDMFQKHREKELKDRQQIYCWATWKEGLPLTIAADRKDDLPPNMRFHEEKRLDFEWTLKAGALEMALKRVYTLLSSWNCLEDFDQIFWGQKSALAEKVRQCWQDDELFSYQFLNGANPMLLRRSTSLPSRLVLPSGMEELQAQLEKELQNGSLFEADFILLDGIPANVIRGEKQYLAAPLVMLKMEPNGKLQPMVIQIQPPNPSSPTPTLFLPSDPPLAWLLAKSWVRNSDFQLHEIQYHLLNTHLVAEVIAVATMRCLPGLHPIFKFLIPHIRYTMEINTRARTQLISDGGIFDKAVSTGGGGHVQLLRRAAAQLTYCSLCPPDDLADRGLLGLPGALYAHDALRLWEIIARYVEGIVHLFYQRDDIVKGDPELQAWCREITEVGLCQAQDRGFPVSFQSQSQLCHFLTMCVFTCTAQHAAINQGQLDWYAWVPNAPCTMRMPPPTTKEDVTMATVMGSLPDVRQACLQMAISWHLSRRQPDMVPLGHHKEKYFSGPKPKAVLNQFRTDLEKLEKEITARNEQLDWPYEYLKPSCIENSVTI
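Hydroperoxide product was detected by ferrous iron/xylenol orange as the 573 to 405 nm absorbance ratio. Arachidonic acid at 40 uM (final) was turned over for 30 min at room temperature by 150 nM human 12hLO, pH 7.0 Hepes buffer, after 15 min compound preincubation.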
APEX1 inh = inhibitors of human APE1 endonuclease. recombinant APE1, TAMRA/BHQ-2 abasic DNA cleavage fluorescence. Potency, µM (top dose mostly 65.8 µM), for the others: at the top dose activity change, negative = inhibition, most hits filed as inhibitors. actives 0.35% (n = 350,000);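 also: potency is read from the fitted curve at half-maximal effect; plate controls were vehicle for no effect and reference inhibitor for full effect; nearly all actives have a fitted effect of over 55% in size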
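0.75 nM APE1 + cpd, 15 min RT; start w/ 50 nM TAMRA/BHQ-2 THF-abasic dsDNA; kinetic fluor 525/598 nm ×3 reads @60 s; Δ(read3−read1); normalized to DMSO and NSC13755 control wells.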
Numbers without * were called inactive; ? = inconclusive; · = no result given; & = joins results of further samples; ! = not active in a repeat; [ ] = another dose, or the depositor's remark. Unless noted, calls follow the shape of the dose curve; as a rule, active = well fitted curve in the direction sought with a large enough effect; inconclusive = small, poorly fitted or top-dose-only effect, or another doubt; inactive = no such curve, though single readings can be large; an effect the other way counts as inactive or inconclusive.

compound,LDHA block,Pol kappa inh,Anesthetic bind,RGS4 inhibitor,Pol beta inh,Pol eta inh,ERG Ets-DNA blk,12-LOX inh,APEX1 inh
CC1(C)CN=c2s/c(=C\c3ccc(Cl)cc3)c(=O)n2C1,-3,-7%,-15%,?,10%,-10%,0%,?,-1%
C#Cc1cccc(NC(=O)c2ccc3c(c2)C(=O)N(Cc2cccnc2)C3=O)c1,-5,-13%,-21%,-30%,-6%,?,17%,1%,5%
CC(=O)C1C(c2ccc3ncccc3c2)NC(=O)NC1(O)C(F)(F)F (centres undefined),-1,-14%,5%,-9%,6%,-6%,-6%,9%,-3%
CC(=O)c1cc(C(=O)Nc2ccc3ccccc3c2)c(C)o1,7,-10%,-10%,-8%,1%,-7%,6%,-28%,42%[activator]
O=C(/C=C/c1ccccc1)N/C(=C\c1ccco1)C(=O)O,-9,-8%,-7%,16%,18%,-15%,-2%,-30%,-3%
CC1=C(Nc2ccc(C(=O)O)cc2)C(=O)c2ccccc2C1=O,8,-23%,-3%,-6%,13%,-21%,0%,-11%,-7%
CCCc1cc(=O)oc2cc(OCc3nn[nH]n3)ccc12,-4&-1,5%,-13%,-26%,17%,-7%,-2%,?,4%
Cc1ccc(-c2csc(=Nc3ccccc3)n2Cc2ccc3c(c2)OCO3)cc1C,-1,13%,-3%,-24%,3%,-10%,-2%,-25%,·
C=CCNC(=O)c1ccc(-c2ccc([N+](=O)[O-])cc2)o1,2,0%,-16%,-53%,26%,-21%,2%,-2%,11%
Cc1ccc(C(=O)N2CCN(C3c4cccc5cccc(c45)C3NS(=O)(=O)c3ccccc3)CC2)cc1 (centres undefined),-4,-3%,-7%,-27%,-17%,-20%,-6%,343%[activator],-3%
CN(C(=S)Nc1ccc(Oc2ccccc2)cc1)c1ccc(O)cc1,30,-16%,11%,?,2%,-19%,-12%,?,13%
CCOC(=O)C1(Cc2ccccc2C(F)(F)F)CCN(C2CCN(C(C)C)CC2)CC1,-7,-15%,0%,0%[56.9 µM],-26%,-19%,-12%,0%,4%
CC(c1nnnn1C1CCCCC1)N(Cc1ccccc1)Cc1cccnc1 (centres undefined),1,-6%,-7%,6%,0%,-19%,5%,6%,2%
COc1cccc(CNc2ccc3nc(-c4ccc(N)cc4)c(OC)n3n2)c1,·,8%&-16%[19.4 µM],-23%,38µM*!,·,·,·,-1%&0%,2%&-10%
Cc1cc([N+](=O)[O-])nn1CC(=O)NCc1cccs1,-4,-12%,-9%,26%,27%,-15%,3%,-1%,-1%
COc1cc(C(=O)NCCSc2ccc(F)cc2)cc(OC)c1OC,-15,-3%,2%,23%,46%,5%,-9%,0%,2%
CCOC(=O)C1=C(C)NC2(O)c3ccccc3C(=O)C12O (centres undefined),-4,1%,-5%,?,3%,-14%,14%,0%,-5%
CC1CC(=O)N(CC(=O)Nc2ccc3c(c2)OCCO3)c2ccccc2S1 (centres undefined),2,0%,-16%,-17%,0%,-12%,3%,-8%,-5%
Cc1ccc(-c2cc(C(=O)N/N=C/C=C/c3ccccc3)n[nH]2)s1,0,-11%[60.1 µM],-5%,-32%[11.4 µM],?,-12%,7%,-2%,0%
CSc1ncc2c(n1)-c1ccccc1N(Cc1ccc(F)cc1)S2(=O)=O,3,3%,-21%,-19%,1%,-15%,-2%,3%,·
CCC(C)(NC(=O)Cc1c[nH]c2ccccc12)C(=O)NC1CCCCC1 (centres undefined),-1,4%,1%,-13%,1%,-15%,0%,-13%,2%
CCN1CCN(C(=S)NC(=O)c2cc(OC)c(OC)c(OC)c2)CC1,-3,-13%,·,-14%,·,-2%,2%,?,-7%
CN1CCN(CC#CC2(O)CCCCC2)CC1,-11,-4%[60.1 µM],-4%,26%,10%,-1%,·,6%,-3%
O=C(CN1C(=O)CCn2nc(-c3ccccc3)cc21)NCc1ccc(F)cc1,-9,4%,-10%,-7%,16%,-3%,-2%,-25%,·

Entries of single compounds, quoted from the list:
CN1CCN(CC#CC2(O)CCCCC2)CC1 in the list: LDHA block: -11; Pol kappa inh: -4%[60.1 µM]; Anesthetic bind: -4%; RGS4 inhibitor: 26%; Pol beta inh: 10%; Pol eta inh: -1%; ERG Ets-DNA blk: ·; 12-LOX inh: 6%; APEX1 inh: -3%
CCOC(=O)C1=C(C)NC2(O)c3ccccc3C(=O)C12O (centres undefined) in the list: LDHA block: -4; Pol kappa inh: 1%; Anesthetic bind: -5%; RGS4 inhibitor: ?; Pol beta inh: 3%; Pol eta inh: -14%; ERG Ets-DNA blk: 14%; 12-LOX inh: 0%; APEX1 inh: -5%

The listing continues:
compound,LDHA block,Pol kappa inh,Anesthetic bind,RGS4 inhibitor,Pol beta inh,Pol eta inh,ERG Ets-DNA blk,12-LOX inh,APEX1 inh
O=C(O)c1ccc(S(=O)(=O)NC2CC2)cc1,-3,-4%,-3%,-9%,27%,-6%,6%,-25%,2%
CCOCCOC(=O)c1[nH]c2c(c1C)C(=O)CC(c1cccs1)C2 (centres undefined),-3,2%,-11%,-23%,5%,-12%,-13%,-9%,-1%
COc1ccc(S(=O)(=O)N2CCN(C3CCCCCCC3)CC2)cc1,-11&-13,-5%&-12%,?,7%&12%,2%&-1%,-20%&-5%,-2%&1%,?,3%&2%
COc1ccc(C(=O)N2CCN(CCc3ccccn3)CC2)cc1,-1&0,-12%&0%,0%&6%,15%&-3%,-7%&2%,2%&-11%,-1%&-1%,?,11%
O=C(NCc1ccccc1Br)c1ccco1,-1,-6%,-8%,16%,9%,-2%,10%,26%,15%
O=C(NC(=S)Nc1cnc2ccccc2c1)c1ccccc1,1,10%,?,-36%,0%,-5%,7%,-21%,3%
C[C@H]1CN([C@@H](C)CO)C(=O)c2cccc(NC(=O)c3cnccn3)c2O[C@@H]1CN(C)C(=O)Nc1ccc2c(c1)OCO2,10,4%,·,21%,·,-13%,-7%,5%,10%
NC(=O)c1cccc2cc3ccccc3cc12,4,-4%,305%[activator],0%,-27%,-3%,-6%,2%,2%
O=C(NCCCN1CCOCC1)C1CCC(=O)N1CCc1ccccc1 (centres undefined),-1,6%,-4%,-6%,25%,-17%,-1%,-2%[57.4 µM],-2%
COc1ccccc1C(=O)C1Nc2ccccc2-c2nnc(SC)nc2O1 (centres undefined),7,-6%,-1%,-16%,23%,2%,-7%,?,2%
N/C(=N\N=C\c1cccc([N+](=O)[O-])c1)c1nonc1N,-12,-14%,-10%,11%,0%,23%,-8%,?,-3%
Cc1ccccc1NC(=S)N(CCN(C)C)C(C)c1cccnc1 (centres undefined),-6,-12%,-3%,-8%,-26%,-7%,2%,1%,-6%
COc1ccc(C(=O)NC(=S)SCC(=O)O)cc1,1,8%,1%,-25%,17%,-10%,6%,-21%,-2%
N=c1n(CCOc2ccccc2)c2ccccc2n1CCN1CCOCC1,3,1%,-13%,-5%,29%,-11%,5%,11%,-4%
CC(Sc1nc(-c2ccccc2)cc(C(F)(F)F)n1)C(=O)N1CCCC1 (centres undefined),-3,2%,2%,-7%,-2%,-13%,10%,0%,1%
CCOC(=O)N1CCN(c2c(NCCCN(C)c3ccccc3)c(=O)c2=O)CC1,0,-9%,-1%,-25%,0%,-5%,17%,-18%,-4%
COC(=O)c1ccccc1NC(=O)Cc1ccccc1OC,0,0%,-5%,-14%,4%,-12%,-8%,?,-2%
CCOc1ccc(NS(=O)(=O)c2cc(Cl)ccc2OC)cc1,-3,-17%,-13%,5%,6%,-12%,-4%,?,-6%
CN1CCN(C2=Cc3ccccc3Sc3cc(F)c(F)cc32)CC1,2,-6%,-14%,-14%,1%,-20%,-11%,0%[57.4 µM],?
CCOC(=O)N/N=C(\c1ccccc1)C(O)c1ccccc1 (centres undefined),-5,-4%,-9%,-23%,-2%,-15%,0%,0%,8%
Cn1c(=O)c2sccc2n2c(CCC(=O)NCc3ccccc3Cl)nnc12,-7,-15%,-12%,-9%,41%,-6%,3%,-9%,·
Cn1c(=O)c2c(-c3ccccc3Br)n(CCc3ccccc3)cc2n(C)c1=O,-11,-3%,-14%,11%,27%,-6%,-2%,-30%,·
O=C(CCCOC(=O)c1ccc(O)cc1)c1ccccc1,-8,-14%,·,8%,·,-19%,-13%,-17%,0%
C[C@H](NC(=O)c1nc[nH]c1C(=O)N1CCc2ccccc2C1)c1ccccc1,1,-8%,·,4%,·,-20%,-10%,-8%,11%
Cc1nc(SCC(=O)NC2CCS(=O)(=O)C2)c2c(C)c(C)sc2n1 (centres undefined),-1,4%,·,-15%,·,-17%,-10%,2%,20%
Cc1nc2ccc(NC(=O)c3cc(S(=O)(=O)N4CCOCC4)ccc3C)cc2s1,-2,-4%,-12%,-5%,38%,3%,-7%,0%,-3%
CCCCCn1c(=O)[nH]c2cc(C(=O)NCCCN3CCC(C)CC3)ccc2c1=O,-9,2%,-13%,9%,18%,-4%,-9%,-10%,0%
O=C(Nc1ccc(CN2CCOCC2)cc1)c1cccs1,-1,-6%,-11%,9%,-1%,-17%,-4%,5%,-1%
CCC(=O)Nc1nonc1-c1nc2ccccc2n1Cc1ccc(Cl)c(Cl)c1,-8,-27%,·,-5%,·,-25%,-3%,·,·
Cc1cc(=O)oc2cc(OC(C)C(=O)NC3CCCC3)ccc12 (centres undefined),-2,-13%,5%,9%,-29%,15%,-5%,-6%,53%[activator]

Only part of the results is shown. The share of hits here may be higher or lower than overall.
